Source: PubChem BioAssay
HSF1 inhib = HSF1 inhibition. activity change, negative = inhibition, % at 7.5 µM (by protocol). actives 0.77% (n = 300,000). AID 2098. NIH3T3-HGL HSE-luciferase, MG132-induced, luminescence 8 h; active compounds read low;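 active = more than half of replicate wells show activity change below -50%, luminescence cut by over half; inconclusive = some wells, but at most half, below -50%; inactive = no replicate well below -50%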;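 also: luciferase reports HSF-1 transcriptional activity via heat shock element; 0% = median of DMSO wells and -100% = zero luminescence signal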
HDAC3 inhib = human HDAC3 inhibition; O15379; recombinant HDAC3, fluorogenic peptide/trypsin coupled, fluorescence; inhibition, % at 8.3 µM; actives 0.15% (n = 320,000); AID 2718; in the data active = inhibition above about 26%, passing the limit was not always enough; inconclusive = no clear call, values can overlap the other calls
Target sequence (O15379 whole entry, looked up): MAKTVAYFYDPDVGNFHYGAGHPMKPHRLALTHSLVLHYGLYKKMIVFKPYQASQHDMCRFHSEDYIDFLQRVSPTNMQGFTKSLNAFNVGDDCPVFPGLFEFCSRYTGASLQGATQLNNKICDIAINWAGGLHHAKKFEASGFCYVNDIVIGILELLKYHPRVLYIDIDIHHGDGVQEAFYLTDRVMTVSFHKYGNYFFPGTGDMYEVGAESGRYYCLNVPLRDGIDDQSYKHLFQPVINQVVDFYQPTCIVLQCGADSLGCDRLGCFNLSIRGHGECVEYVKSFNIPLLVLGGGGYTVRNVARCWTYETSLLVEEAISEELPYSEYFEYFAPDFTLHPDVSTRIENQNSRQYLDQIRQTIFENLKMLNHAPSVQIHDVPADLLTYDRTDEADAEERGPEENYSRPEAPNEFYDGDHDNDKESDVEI
HSP90 refold inh = inhibitors of HSP90 luciferase refolding in rabbit reticulocyte lysate; luciferase refolding luminescence, 3 h; inhibition, % at 5.6 µM; actives 0.91% (n = 290,000); AID 1789;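 active = inhibition above the screen-wide mean plus 3 SD, computed separately per campaign, cut at about 16% in these data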;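 also: 0% = DMSO wells and 100% = 60 µM geldanamycin wells; inhibitors lower the luminescence because luciferase stays unfolded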
HSF-1 act = increases HSF-1 driven luciferase reporter signal | NIH3T3-HGL HSF-1 luciferase reporter, MG132, 8 h; 100% = twice DMSO control signal | activation, % at 9 µM | actives 1.7% (n = 300,000) | AID 504408;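 active = mean replicate activation of at least 50% with a set share of replicates each reaching 50%; inconclusive = only one of those two conditions met; inactive = mean below 50% and too few replicates reaching it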;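 also: 0% = median of the neutral control wells and 100% = twice that signal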
HIF activator = HIF pathway transcriptional activation. U2OS HRE-luciferase reporter, luminescence; normalized: DMSO 0%, desferrioxamine 100%. actives 0.32% (n = 300,000). activation, % at 7.5 µM (by protocol). AID 1910;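 active = mean activation of at least 10% of the iron chelator positive control signal, with at least half of replicates also reaching 10%; inconclusive = mean and replicate majority disagree about reaching 10%; inactive = mean and most replicates under 10%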
Platelet DG rel = modulates dense granule release in human platelets; human platelet-rich plasma, SFLLRN dense granule ATP release, luminescence; inhibition, %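 (compounds screened at 7.5 µM in platelet-rich plasma)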; actives 0.22% (n = 300,000); AID 1663;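 active = mean replicate score, as percent of positive control, at or above 50; inconclusive = mean below 50 but at least one replicate at or above 50; inactive = mean and every replicate below 50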
IEC-6 cytotox = counter-screen for KLF5 inhibitors: cytotoxicity in IEC-6 cells; actives 0.78% (n = 290,000); IEC-6 cytotoxicity, luminescence viability; inhibition, % at 5 µM; in the data active = inhibition above about 22%;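 also: 0% = plate median of test compound wells and 100% = cytotoxic reference compound wells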
aSyn UTR inh = MLPCN primary screen, SNCA 5' untranslated region; alpha-synuclein 5'UTR reporter, inhibitor activity; inhibition, % (tested at 7.5 µM); AID 1813; actives 0.82% (n = 300,000); in the data active = inhibition above about 60%; inconclusive = no clear call, values can overlap the other calls;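 also: H4 neuroglioblastoma cells stably carrying SNCA 5'UTR luciferase fusion; 0% = DMSO wells and 100% = positive control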
KLF5 inh = kruppel-like factor 5 inhibition; DLD-1 KLF5 promoter-luciferase reporter, luminescence; inhibition, % at 5 µM; actives 0.23% (n = 290,000); AID 1700;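 active = inhibition above a per-plate limit of that plate's mean compound inhibition plus 3 SD, cut at about 60% in these data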;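 also: 0% = DMSO wells and 100% = LY294002 at 200 µM; higher means less KLF5 promoter-driven luciferase light; inactives centre near -14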
AI-2 QS mod = modulates the Vibrio harveyi AI-2 quorum sensing system. Vibrio harveyi JMH597 AI-2 luminescence/OD600 ratio, 9 h; active compounds read low; strain lacks LuxN and CqsS sensors; 0 = neutral-control median. activity change, % at 7.5 µM. actives 0.4% (n = 300,000). AID 2094; in the data active = activity change below about -75%, passing the limit was not always enough; inconclusive = no clear call, values can overlap the other calls;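 also: luminescence divided by OD600 gain over 9 h not by final OD600 alone; inactives centre near 13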
* = called active by the depositor; ? = inconclusive; . = not tested or not shown. An unsorted share of the library. About 5% of those tested had a hit in this group.

Start of the listing, in advance:
SMILES	HSF1 inhib	HDAC3 inhib	HSP90 refold inh	HSF-1 act	HIF activator	Platelet DG rel	IEC-6 cytotox	aSyn UTR inh	KLF5 inh	AI-2 QS mod
CCOc1ccccc1CN1CCC(CO)(CCOc2ccccc2)CC1	-5	?	6	-4	-0.4	0	-1	-3	-36	24
CCCCC(=O)N/N=C/c1sccc1C	-3	6	0	9	-0.1	-6	7	11	-29	7
Cc1ccccc1NS(=O)(=O)c1ccc(C(=O)N2CC(C)OC(C)C2)cc1 (stereo unspecified)	2	2	.	9	-60	-4	.	5	.	-2
COc1cc(CNCCc2ccccc2F)ccc1OCC(=O)N1CCCCC1	-1	1	1	15	-0.3	1	-1	3	8	31
CCOC(=O)c1nnn2c1nc(N(CC)CC)c1ccccc12	-4	-4	9	-7	0.1	10	4	18	-8	11
CCOC(=O)Cc1csc(NC(NC(=O)OCC)(C(=O)OCC)C(F)(F)F)n1 (stereo unspecified)	4	3	-3	-15	-0.2	13	6	15	-18	6
CC(C)c1csc(CN2CCN(CCc3ccccc3)C(CCO)C2)n1 (stereo unspecified)	-6	0	-1	5	0.1	3	-1	3	-32	14
Cc1cc(C)c2cc(C#N)c(NCCCNC(=O)CCC(=O)O)nc2c1	-6	-3	0	-6	-0.5	10	1	-7	0	23
O=C(Nc1ccncc1)c1cc(S(=O)(=O)N2CCOCC2)ccc1Cl	-2	5	.	2	-0.5	14	.	12	.	4
COc1cccc(C2C(C(C)=O)=C(O)C(=O)N2Cc2ccco2)c1 (stereo unspecified)	1	-4	-7	-7	-0.8	-2	2	-10	-25	20
CN(C)c1ccc(C(=O)Nc2nnc(-c3ccc(Cl)cc3)o2)cc1	-10	-3	-3	-1	0.0	13	-2	-7	-20	40
Cc1ccccc1NC(=O)NNC(=O)CCc1ccccc1	1	3	-4	6	0.1	1	-2	11	-14	12
CC(C)C(=O)Nc1ccc(N2CCCC2)cc1	-2	-3	-1	-10	0.0	-2	-2	20	-8	33
CNC(=S)Nc1ccc(C(N)=O)cc1	-3	0	3	3	-0.3	58*	-2	15	1	23

Main list, from the start:
SMILES	HSF1 inhib	HDAC3 inhib	HSP90 refold inh	HSF-1 act	HIF activator	Platelet DG rel	IEC-6 cytotox	aSyn UTR inh	KLF5 inh	AI-2 QS mod
CCOc1ccccc1CN1CCC(CO)(CCOc2ccccc2)CC1	-5	?	6	-4	-0.4	0	-1	-3	-36	24
CCCCC(=O)N/N=C/c1sccc1C	-3	6	0	9	-0.1	-6	7	11	-29	7
Cc1ccccc1NS(=O)(=O)c1ccc(C(=O)N2CC(C)OC(C)C2)cc1 (stereo unspecified)	2	2	.	9	-60	-4	.	5	.	-2
COc1cc(CNCCc2ccccc2F)ccc1OCC(=O)N1CCCCC1	-1	1	1	15	-0.3	1	-1	3	8	31
CCOC(=O)c1nnn2c1nc(N(CC)CC)c1ccccc12	-4	-4	9	-7	0.1	10	4	18	-8	11
CCOC(=O)Cc1csc(NC(NC(=O)OCC)(C(=O)OCC)C(F)(F)F)n1 (stereo unspecified)	4	3	-3	-15	-0.2	13	6	15	-18	6
CC(C)c1csc(CN2CCN(CCc3ccccc3)C(CCO)C2)n1 (stereo unspecified)	-6	0	-1	5	0.1	3	-1	3	-32	14
Cc1cc(C)c2cc(C#N)c(NCCCNC(=O)CCC(=O)O)nc2c1	-6	-3	0	-6	-0.5	10	1	-7	0	23
O=C(Nc1ccncc1)c1cc(S(=O)(=O)N2CCOCC2)ccc1Cl	-2	5	.	2	-0.5	14	.	12	.	4
COc1cccc(C2C(C(C)=O)=C(O)C(=O)N2Cc2ccco2)c1 (stereo unspecified)	1	-4	-7	-7	-0.8	-2	2	-10	-25	20
CN(C)c1ccc(C(=O)Nc2nnc(-c3ccc(Cl)cc3)o2)cc1	-10	-3	-3	-1	0.0	13	-2	-7	-20	40
Cc1ccccc1NC(=O)NNC(=O)CCc1ccccc1	1	3	-4	6	0.1	1	-2	11	-14	12
CC(C)C(=O)Nc1ccc(N2CCCC2)cc1	-2	-3	-1	-10	0.0	-2	-2	20	-8	33
CNC(=S)Nc1ccc(C(N)=O)cc1	-3	0	3	3	-0.3	58*	-2	15	1	23
O=C1/C(=C/c2cccs2)Cc2ccccc21	-2	-7	4	6	4.5	18	1	-53	-35	-8
N/C(=N\OC(=O)CCCOc1ccc(Cl)cc1Cl)c1ccccn1	3	3	1	8	0.1	4	2	-10	-16	14
Cn1c(=O)c2ccccc2n(Cc2ccccc2F)c1=O	-2	-8	7	3	-0.1	-3	5	45	-12	14
COC(=O)/C=C/c1ccc2c(c1)S(=O)(=O)N(c1cccc(OC)c1)[C@H]2CC(=O)OC	-4	2	.	-15	0.4	0	.	15	.	-4
CC(NC(=O)c1cc2ccccc2oc1=O)c1ccccc1 (stereo unspecified)	2	-7	-4	6	3.6	5	-2	-33	-37	17
O=c1c2ccccc2nc2n1C(CBr)CN2 (stereo unspecified)	-5	-5	-2	-13	-0.3	18	-10	13	-20	16
Cc1ccc(N(CC(=O)N2CC(=O)Nc3ccccc32)S(=O)(=O)c2ccc3c(c2)OCCO3)cc1	-4	1	4	2	0.1	-2	-3	-5	-10	32
COc1cccc(NC(=O)N2CCCC2C(=O)NC(C)C)c1 (stereo unspecified)	-63*	9	3	-70	-0.7	-4	1	6	-18	15
O=C(COC(=O)c1cnccn1)c1ccc(C2CCCCC2)cc1	3	5	-1	9	1.1	-3	-12	-4	-7	21
CCn1c(Cc2cccn2C)nnc1SCC(=O)c1ccc(C)cc1	9	?	-2	13	0.2	58*	8	-60	18	-1
C=CCn1c(NC(=O)CC)c(C(=O)OCC)sc1=S	-5	4	2	-19	-0.7	15	-3	-5	-16	25
CCn1c(-c2ccccc2)c[nH]c1=S	-3	-6	-3	2	-0.3	2	-6	-21	-39	5
CC(C(=O)Nc1ccccc1)c1ccc(-c2ccccc2)c(F)c1 (stereo unspecified)	-7	12	0	-5	-0.5	4	0	-1	2	4
CC(=O)N[C@@H](CS)C(=O)O	.	.	0	.	.	.	-1	.	-30	26
CC(C)CC1(C)N=C(c2ccccc2)C(=S)N1 (stereo unspecified)	-2	3	-2	-4	0.3	4	-2	20	-3	45
Cc1ccc(C(C(=O)NC2CCCCC2)N(Cc2cccnc2)C(=O)c2csnn2)cc1 (stereo unspecified)	1	6	1	11	-1.1	-8	-6	-16	-10	2
Cc1c(NC(=O)c2ccc(F)c(S(=O)(=O)N3CCOCC3)c2)c(=O)n(-c2ccccc2)n1C	-2	-16	5	2	-0.4	2	6	-2	20	43
O=C(N/N=C/c1ccoc1)c1ccccc1	11	.	1	17	0.4	-14	4	-19	-67	-4
COc1cccc(NC(=S)N(CCCN2CCOCC2)C(C)c2cc3cccc(OC)c3o2)c1 (stereo unspecified)	2	5	1	-1	0.8	2	17	-11	-8	6
CCOC(=O)CC(NS(=O)(=O)c1ccc(OC)c(OC)c1)c1cccc([N+](=O)[O-])c1 (stereo unspecified)	0	5	-1	4	-0.3	5	-1	-13	-29	11
CC1=Nc2cc(C(=O)N3CCCCC3)ccc2Sc2ccc(C)cc21	11	0	-1	17	0.4	8	-2	1	-20	44
CC(OC(=O)C1=NNC(=O)CC1)C(=O)Nc1ncc(Cl)cc1Cl (stereo unspecified)	0	-3	1	8	0.0	-3	-3	-19	-12	20
COc1ccc(C(=O)NC(=S)NNC(=O)c2ccccc2C)cc1	8	-3	.	14	0.2	10	.	3	.	?
CCOC(=O)N1CCN(C(=O)c2ccc3c(=O)n(CCC4=CCCCC4)c(=S)[nH]c3c2)CC1	3	13	-1	17	-0.2	-14	-2	0	-23	6
CC1CCc2sc(C(=O)N/N=C/c3ccc([N+](=O)[O-])cc3)cc2C1 (stereo unspecified)	3	-5	1	2	-0.2	9	-4	6	-4	14
CCc1nc2ccccc2c(C(=O)OCCN2C(=O)c3ccccc3C2=O)c1C	20	3	0	28	-0.1	0	-3	0	-7	20
CC(C)c1ccc(/C=C/C(=O)NCCCc2ccccc2)cc1	3	6	7	12	-0.2	-7	-4	0	-1	-16
Cc1nn(-c2ncc(C(F)(F)F)cc2Cl)c(=O)n1-c1c(F)cccc1F	-12	0	1	-4	-0.1	-8	4	-18	4	4
O=C(NCc1cccc(Cl)c1)c1ccncc1	2	-3	0	-14	-0.3	12	3	7	-5	2
O=C(O)CC1S/C(=N\N=C/c2ccccc2O)N(c2ccc(O)cc2)C1=O (stereo unspecified)	3	5	-2	3	-0.3	-7	0	-16	1	-10
COc1ccc(NC(=O)C2CCCN2C(=O)NC2CCCCC2)cc1OC (stereo unspecified)	0	1	-3	8	-0.4	3	-7	-19	-18	5
O=C(CNC(=O)c1ccccc1)OCCCOC(=O)CNC(=O)c1ccccc1	-4	1	3	13	-0.1	18	-5	8	-22	6
CCc1ccc(NC(=O)c2ccnc(C(C)(C)C)c2)cc1	-2	-6	3	-2	-0.3	-3	-1	-12	19	22
CCC(C(=O)Nc1cnccn1)c1ccccc1 (stereo unspecified)	0	1	6	-6	-0.1	6	-1	-7	-14	0
